H1N1 NS1A inhibition: H1N1 influenza NS1A inhibitors, functional cell based assay (AID 504329); NS1A functional cell-based assay, percent inhibition; higher % means a stronger effect; hit rate 0.3% among 340,000; one-dose inhibition, % at 12.5 µM; IC50 in µM for titrated hits; in the data active = a potency from the dose series; inconclusive = inhibition above about 27% without an active follow-up result; also: strong numbers were not always called active
M. tuberculosis HTS: M. tuberculosis growth inhibition, HTS (AID 449762) | inhibition, % at 25 µM; hits with a dose series show IC50 in µM | hit rate 0.59% among 330,000 | M. tuberculosis H37Rv growth inhibition, 7H9 media; higher % means a stronger effect; in the data active = a potency from the dose series; inconclusive = inhibition above about 70% without an active follow-up result;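 also: bacterial growth assessed after seven days of incubation; strong numbers were not always called active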
VEEV TC-83 Vero: inhibitors of VEEV TC-83 cytopathic effect, confirmation, Vero cells (AID 588727) | Vero cells, VEEV TC-83 cytopathic effect inhibition; higher % means a stronger effect | one-dose inhibition, % at 20 µM; IC50 in µM for titrated hits | hit rate 0.13% among 350,000; in the data active = a potency from the dose series; inconclusive = inhibition mostly from about 14% at the one dose, without a potency; inactive = the rest, 99 in 100 with inhibition below about 12%; also: strong numbers were not always called active
PhoP GFP inhibition: PhoP regulon inhibitors, Salmonella typhi PhoP promoter GFP reporter, confirmatory (AID 1850); Salmonella Typhi PhoP-promoter GFP reporter, fluorescence, 4 h; higher % means a stronger effect; inhibition, % at 50 µM, or IC50 in µM where a hit was titrated; hit rate 0.33% among 310,000; in the data active = a potency from the dose series; inconclusive = inhibition mostly from about 25% at the one dose, without a potency; inactive = the rest, 99 in 100 with inhibition below about 19%;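 also: 0% = induced wells with vehicle and 100% = uninduced wells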
M. tuberculosis: growth inhibition of non-replicating M. tuberculosis (AID 488890); Mycobacterium tuberculosis non-replicating, growth inhibition; higher % means a stronger effect; inhibition, % at 25 µM; hits with a dose series show IC50 in µM; hit rate 0.39% among 320,000; in the data active = a potency from the dose series; inconclusive = inhibition mostly from about 82% at the one dose, without a potency; inactive = the rest, 99 in 100 with inhibition below about 76%;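 also: plate controls were DMSO cells for no effect and high antibiotic wells for full effect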
VEEV TC-83 Vero 10K pilot screen: recorded beside VEEV TC-83 Vero, whose call it bears; inhibition, %; measured here: 10K pilot screen inhibition
* = called active by the depositor; i = inactive; ? = inconclusive; · = not tested or not shown; & = joins results of further samples. Rows are unselected; any-hit rate near 1.4%.

SMILES	H1N1 NS1A inhibition	M. tuberculosis HTS	VEEV TC-83 Vero	PhoP GFP inhibition	M. tuberculosis	others
CC1Cc2ccccc2N1S(=O)(=O)c1cnc(Cl)c(Cl)c1 (stereo not given)	-28%	9%	7.5%	3%	0%
CCOc1ccc(NC(=O)C(C)N2C(=O)c3ccccc3S2(=O)=O)cc1 (stereo not given)	-2%	?	0.6%	-3%	11%
CC(/C=C/c1ccco1)=N\NC(=O)c1cccnc1	2%	-4%	0.5%	20%	·
C=CC[C@H](CC(=O)NCCO)C(=O)N[C@H](COC(=O)[C@@H](CC=C)Cc1ccc(F)cc1)c1ccccc1	0%	2%	0.1%	·	21%
C=CCc1ccc(OCC(O)CN2CCN(Cc3ccccc3)CC2)c(OC)c1 (stereo not given)	11%	1%	i	-6%	53%
CCN(C(=O)Cc1nc(N)n[nH]1)C1(C(=O)Nc2ccccc2)CCCCC1	8%	3%	0.1%	-4%	-1%
Cc1ccc(NC(=O)COC(=O)CN2C(=O)c3ccccc3C2=O)cc1	-11%	-3%	i	·	7%
Cc1ccc(S(=O)(=O)N/N=C/c2c(F)cccc2Cl)cc1	-3%	-3%	4.6%	-6%	-16%
O=C(CC1(CC(=O)N2CCOCC2)CCCC1)Nc1ccccc1	-2%	-15%	1.6%	·	-17%
CCC1CCCCN1C(=O)C1CC(c2cc(Cl)c(OC)cc2OC)=NO1 (stereo not given)	-2%	-2%	i	-10%	22%
C/C(=N\NC(=O)c1cccc(N/N=C(\C)c2ccco2)c1)c1ccco1	-24%	·	1.0%	·	·
CC(=O)C[C@H](O)CC(=O)[C@H]1OC(=O)CCCCCCc2ccccc21	-4%	5%	2.2%	·	-5%
COc1cc(C(=O)Nc2ccc(Nc3ccccc3)cc2)cc(OC)c1OC	2%	4%	7.3%	1%	19%
CC(C)N1CCc2c(sc(NC(=O)CCc3ccccc3)c2C(N)=O)C1	-10%	3%	0.4%	11%	-1%
Cc1ccc(-c2c(C(=O)N/N=C/c3ccncc3)nnn2-c2nonc2N)cc1	-10%	10%	i	6%	-9%

Pulled by compound from above (2):
SMILES	H1N1 NS1A inhibition	M. tuberculosis HTS	VEEV TC-83 Vero	PhoP GFP inhibition	M. tuberculosis	others
Cc1ccc(S(=O)(=O)N/N=C/c2c(F)cccc2Cl)cc1	-3%	-3%	4.6%	-6%	-16%
C=CCc1ccc(OCC(O)CN2CCN(Cc3ccccc3)CC2)c(OC)c1 (stereo not given)	11%	1%	i	-6%	53%

Following part.
SMILES	H1N1 NS1A inhibition	M. tuberculosis HTS	VEEV TC-83 Vero	PhoP GFP inhibition	M. tuberculosis	others
O=c1cc(N2CCCCC2)c(-c2ccccc2)nn1Cc1ccc(F)cc1	-4%	6%	11%	3%	26%
COc1cccc2cc(C(=O)CS(=O)(=O)c3ccc(C)cc3)c(=O)oc12	-3%	8%	4.8%	4%	0%
Cc1cccc(NC(=O)C23CCC(C)(C2Br)C3(C)C)c1 (stereo not given)	2%	10%	2.3%	-1%	-1%
COc1ccc(C(=O)C2CCCN(Cc3ccc4nonc4c3)C2)cc1OC (stereo not given)	-2%	14%	1.5%	9%	16%
CCN(CC)CCNC(=O)c1c(C)n(-c2ccccc2)c2cc(Br)c(OC)cc12	13%	15%	i	-5%	8%
Cc1cc2n(c1)CCn1c(C)ccc1-2	·	7%	·	-2%	6%
Nc1nc2ccc(OC(F)(F)F)cc2s1	4%	52%&21%	0.6%	5%&5%	14%&23%
O=C(Nc1cccc(F)c1)NC1CC2CCCC(C1)N2C1CC1 (stereo not given)	1%	-13%	1.9%	-8%	-19%
CCC(C(=O)Nc1cc(C)nn1-c1nc(C)cc(C)n1)c1ccccc1 (stereo not given)	7%	15%	i	6%	68%	VEEV TC-83 Vero 10K pilot screen=3.7
CC(=O)C1C(c2cccc(Oc3ccccc3)c2)NC(=O)NC1(O)C(F)(F)F (stereo not given)	-3%	-1%	0.4%	-1%	4%
O=C(Cn1nnc(-c2ccccc2NC(=O)C2CC2)n1)NC1CCCCC1	8%	-6%	0.4%	-3%	3%
CCOc1ccc(N(C)S(=O)(=O)c2c[nH]c(C(=O)OC)c2)cc1	-5%	1%	2.4%	4%	5%
COc1ccc(C(C(=O)NC2CCCC2)N(C(=O)c2snc(-c3ccc(F)cc3)c2N)c2ccccc2)cc1 (stereo not given)	-6%	-3%	1.6%	1%	0%
Cc1cccc(C2CC(c3ccccc3)Nc3ncnn32)c1 (stereo not given)	-3%	-5%	0.8%	-12%	35%
Cc1cccc(C)c1NC(=O)Cn1nc(-c2ccccc2)nc1-c1ccccc1	3%	-4%	1.2%	2%	0%

In the list so far, two contain bromine.
SMILES	H1N1 NS1A inhibition	M. tuberculosis HTS	VEEV TC-83 Vero	PhoP GFP inhibition	M. tuberculosis	others
Cc1cccc(NC(=O)C23CCC(C)(C2Br)C3(C)C)c1 (stereo not given)	2%	10%	2.3%	-1%	-1%
CCN(CC)CCNC(=O)c1c(C)n(-c2ccccc2)c2cc(Br)c(OC)cc12	13%	15%	i	-5%	8%

Returning to the listing; the 3 compounds before the break are reprinted first.
SMILES	H1N1 NS1A inhibition	M. tuberculosis HTS	VEEV TC-83 Vero	PhoP GFP inhibition	M. tuberculosis	others
COc1ccc(C(C(=O)NC2CCCC2)N(C(=O)c2snc(-c3ccc(F)cc3)c2N)c2ccccc2)cc1 (stereo not given)	-6%	-3%	1.6%	1%	0%
Cc1cccc(C2CC(c3ccccc3)Nc3ncnn32)c1 (stereo not given)	-3%	-5%	0.8%	-12%	35%
Cc1cccc(C)c1NC(=O)Cn1nc(-c2ccccc2)nc1-c1ccccc1	3%	-4%	1.2%	2%	0%
Cn1ccc(C(=O)N/N=C/c2ccccc2[N+](=O)[O-])n1	-18%	0%	1.6%	-2%	-11%
COc1ccc(C2CC(c3ccc(C)cc3)=NN2C(=O)c2ccccc2)cc1 (stereo not given)	1%	2%	1.3%	-1%	7%
CSc1ccccc1NC(=O)COC(=O)Cc1ccsc1	-18%	-1%	0.9%	·	36%
Brc1cccc(CNc2nc3ccccc3n2CCN2CCOCC2)c1	-1%	3%	i	3%	28%
CN1C(=O)C(C)(C)c2cc(S(=O)(=O)NCc3ccc(C(=O)NCc4ccco4)cc3)ccc21	23%	-7%	2.1%	9%	4%
Cc1nnc(SCC(=O)Nc2ccc(Cl)cn2)[nH]c1=O	-2%	6%	i	-5%	1%
CC1CCN(C(=O)/C=C/c2ccc(C(C)(C)C)cc2)CC1	-5%	4%	9.6%	9%	39%
CC(C)N1CC(COc2ccc(Br)cc2)OC1=O (stereo not given)	-1%	-4%	1.2%	-15%	6%
COC(=O)c1cscc1S(=O)(=O)Cc1ccccc1	2%	6%	0.3%	3%	-2%
CCOC(=O)c1cncn1[C@@H](C)c1ccccc1	-10%	-4%	i	-4%	17%
CCCC(C(=O)Nc1ccc(S(=O)(=O)Nc2ncccn2)cc1)c1ccccc1 (stereo not given)	-4%	-3%	1.6%	4%	7%
COc1cc(CC(=O)OCC(=O)Nc2cc([N+](=O)[O-])ccc2Cl)cc(OC)c1OC	5%	-8%	i	-4%	60%
Cc1nc(C(C)(C)O)n(-c2ccccc2)n1	10%	-6%	0.1%	-5%	-10%
O=C(C[n+]1ccccc1)N/N=C/c1ccc(C(=O)O)cc1	-6%	3%	0.7%	·	-15%
CCCc1cc(C(=O)NNC(=S)NCc2ccccc2)cs1	8%	0%	i	-12%	8%
Cc1cc(C)cc(C(=O)NC(CC(N)=O)c2ccc(N3CCCCCC3)c([N+](=O)[O-])c2)c1 (stereo not given)	7%	-8%	i	9%	-3%	VEEV TC-83 Vero 10K pilot screen=0.6
O=C(CN(c1ccc(Br)cc1)S(=O)(=O)c1ccc(Cl)c([N+](=O)[O-])c1)NCCc1ccccc1	-5%	7%	0.5%	9%	6%
CC(C)(C)C(=O)Cn1c(NCCCl)nc2ccccc21	5%	1%	0.9%	-3%	-8%
Cc1cccc(C)c1C(OCCN(C)C)C1CCCCC1 (stereo not given)	7%	6%	i	-7%	36%
CC1CCC(NC(=O)c2nc(Cn3ccc([N+](=O)[O-])n3)no2)CC1 (stereo not given)	-10%	8%	0.8%	-8%	2%
Cc1ccc(NC(=O)CN(C)S(=O)(=O)c2ccc3c(c2)n(C)c(=O)c(=O)n3C)c(C)c1	-1%	22%	4.0%	4%	-7%
CC(OC(=O)c1ccc(-c2ccc(O)cc2)cc1)C(=O)NC1CCCCC1C (stereo not given)	-2%	?	4.7%	-3%	2%
Cc1ccc(N2C(=O)CC(C3CCCO3)C2=O)cc1 (stereo not given)	4%	2%	i	4%	-9%
COc1ccc([N+](=O)[O-])cc1NC(=O)C(C)N1CCCC1 (stereo not given)	5%	-1%	0.1%	9%	-16%
COc1ccc(OCCCC(=O)NC(C)c2ccccc2)cc1 (stereo not given)	8%	-12%	0.3%	-15%	66%
Cc1cc(-c2nnc(SCC(=O)Nc3ccc(C)c(C)c3)n2N)n[nH]1	-9%	-8%	3.4%	-3%	2%
O=C(Nc1nc2ccccc2s1)c1cc(-c2ccco2)nc2ccccc12	-3%	4%	13%	14%	45%
CCC(CC)C(=O)N1c2ccc(F)cc2CCC1C (stereo not given)	22%	-7%	0.8%	5%	-10%
O=C(C[C@@H]1C/C=C\CC[C@@H](Cc2ccc(F)cc2)C(=O)OC[C@@H](Cc2ccccc2)NC1=O)NCCO	-5%	-2%	i	·	37%	VEEV TC-83 Vero 10K pilot screen=0.3
COc1ccc(C2=NOC(C(=O)N3CCN(c4ccccc4OC)CC3)C2)cc1 (stereo not given)	5%	-8%	12%	0%	-2%
COc1ccc(-c2cnnc(N/N=C/c3c(C)nn(-c4ccccc4)c3Cl)n2)cc1	14%	10%	i	-2%	6%
Cc1nc2nc(C)c(CCC(=O)N3CCN(c4ccccn4)CC3)c(C)n2n1	0%	-2%	3.1%	-6%	10%
Cc1ccc(C(=O)O)cc1N=Nc1c(O)[nH]c(=O)[nH]c1=O	2%	-11%	i	4%	-13%
CC(C)(C)c1nnc2sc(SCC(=O)c3cccs3)nn2c1=O	0%	45%	6.7%	-3%	?
O=C(NNC(=S)Nc1ccc(F)c(Cl)c1)C1CC1	3%	5%	0.7%	4%	1%
COc1cc(OC)cc(C(=O)Nn2cc(C(=O)N3CCN(C)CC3)c3ccccc3c2=O)c1	3%	0%	4.5%	7%	-8%
CN(C)CCCNCCCNC(=O)/C(=N\O)c1ccccc1	15%	3%	6.6%	11%	-10%
Cc1cc(C(=O)NCc2cccs2)n(-c2ccccc2)n1	0%	-6%	i	1%	3%
Cn1nnc2cc(C(=O)NCCC3=CCCCC3)ccc21	5%	-4%	1.2%	7%	-6%
CN1CCN(c2nc(-c3ccccc3)ncc2S(=O)(=O)c2ccccc2)CC1	8%	6%	3.4%	4%	10%
O=C(Nc1ccccn1)c1ccccc1	5%	·	6.0%	·	·
CCC(=O)Nc1ccccc1Sc1ncnc2scc(-c3ccccc3)c12	-5%	-1%	0.7%	-1%	4%
CC(C)(C)c1nc2c(Br)cc(Br)cc2c(=O)o1	1%	8%	0.7%	0%	65%
CCOc1ccc(N=Nc2c(=O)[nH]n3c(=O)cc(C)[nH]c23)cc1	8%	5%	i	1%	30%	VEEV TC-83 Vero 10K pilot screen=0.5
CCCN(CCC)CCCNC(=O)CC1Nc2ccccc2NC1=O (stereo not given)	-1%	1%	1.9%	10%	2%
CCCNC(=O)c1c[nH]c2ccc(S(=O)(=O)N(C)c3ccc(OCC)cc3)cc2c1=O	·	?	·	-9%	33%
CCC(C)NC(=O)c1nc2c(nnn2Cc2ccccc2Cl)c(=O)[nH]1 (stereo not given)	2%	1%	i	-24%	69%
COc1cccc(S(=O)(=O)NCc2ccc(C(=O)N3CCN(C)CC3)cc2)c1	8%	·	i	·	·
C[C@]12CCC3[C@@H](CCC4=CC(=O)CC[C@@]43C=O)C1CCC2=O (stereo not given in full)	4%	6%	0.3%	-14%	-12%
CCOC(=O)C1CCC(CN(Cc2ccccc2C)S(=O)(=O)c2ccc([N+](=O)[O-])cc2)CC1 (stereo not given)	3%	15%	i	5%	3%
COc1ccccc1N/C(N)=N/c1nc(CSc2ccc(C)cc2)cc(=O)[nH]1	4%	4%	2.1%	4%	-14%
CC(C)CC(=O)Nc1nnn(C)n1	-3%	2%	i	18%	4%
O=C(Cc1ccccc1)NCC(=O)N/N=C/c1cccnc1	3%	2%	1.3%	1%	-2%
COc1ccc(-c2cc(C(=O)Nc3c(C)n(C)n(-c4ccccc4)c3=O)no2)cc1OC	-10%	4%	0.9%	-5%	13%
O=C(NCCS(=O)CCNC(=O)C(F)(F)F)C(F)(F)F	3%	-4%	0.3%	7%	-23%
Nc1ccccc1C(=O)NCC1(c2ccccc2)CCCC1	-29%	5%	i	2%	32%
